procasp7 counter – activates human procaspase-7, counter-screen for procaspase-3 activators; P55210; recombinant procaspase-7, Ac-DEVD-pNA absorbance 405 nm; D23A/D198A/D206A triple mutant, cannot self-cleave; scale: DMSO 0, 5 µM enzyme 100; activation, % at 8.5 µM; actives 0.093% (n = 330,000); AID 463210;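 active = percent activation above the screen-wide mean plus 3 SD, cut at about 25% in these data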
Target sequence (P55210 whole entry D23A/D198A/D206A): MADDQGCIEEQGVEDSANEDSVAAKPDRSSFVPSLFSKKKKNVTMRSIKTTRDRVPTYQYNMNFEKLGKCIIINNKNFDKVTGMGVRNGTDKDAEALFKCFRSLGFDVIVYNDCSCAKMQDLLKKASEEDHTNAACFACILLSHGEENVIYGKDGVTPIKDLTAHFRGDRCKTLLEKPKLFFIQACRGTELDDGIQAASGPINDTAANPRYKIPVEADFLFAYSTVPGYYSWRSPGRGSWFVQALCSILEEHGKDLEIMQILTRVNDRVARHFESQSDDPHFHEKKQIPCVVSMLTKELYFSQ
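Material: Procaspase-7 triple mutant (PC-7 D3A) | Quantity: 2 µM procaspase-7 mutant as dispensed | Reagent: DEVD-pNA substrate | Times: 1 h preincubation, 2 h reaction | Technique: 405 nm absorbance of p-nitroaniline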
procasp3 activ – activators of human procaspase-3. P42574. recombinant procaspase-3 D3A, Ac-DEVD-pNA absorbance 405 nm. activation, % at 8.5 µM. actives 0.11% (n = 330,000);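 active = activation above the mean of all tested compounds plus 3 SD, cut at about 21% in these data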;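 also: 0% = DMSO alone and 100% = DMSO wells spiked with extra 5 µM PC-3 D3A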
Target sequence (P42574 whole entry D9A/D28A/D175A): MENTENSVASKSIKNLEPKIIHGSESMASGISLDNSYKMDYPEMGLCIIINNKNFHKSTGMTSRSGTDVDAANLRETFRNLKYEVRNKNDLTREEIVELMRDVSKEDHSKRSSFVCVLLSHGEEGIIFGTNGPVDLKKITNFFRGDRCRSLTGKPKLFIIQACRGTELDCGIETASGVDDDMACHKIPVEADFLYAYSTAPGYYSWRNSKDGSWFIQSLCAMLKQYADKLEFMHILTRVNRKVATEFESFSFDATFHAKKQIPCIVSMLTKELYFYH
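Assay system – Procaspase-3 D3A mutant, all three cleavage aspartates alanine · Controls – DMSO-only low control, 5 µM PC-3 D3A high control · Schedule – 1 h compound preincubation, 2 h substrate hydrolysis at 25 °C · Signal – 405 nm absorbance of p-nitroaniline, reads at 0 and 120 min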
RPL19A TOR yeast – yeast TOR pathway RPL19A-GFP modulation | S. cerevisiae RPL19A-GFP strain, flow cytometry, 3 h; active compounds read low | percent response vs DMSO, % at 10 µM | actives 0.3% (n = 330,000);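 active = percent response vs DMSO below 50%; inconclusive = fewer than 70 events counted for the yeast strain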;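 also: median channel GFP fluorescence of the barcoded RPL19A-GFP strain; ratio of sample median GFP to plate DMSO average so 100% = DMSO; lower means less RPL19A-GFP as with rapamycin TOR inhibition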
MEP2-GFP yeast – yeast TOR pathway MEP2-GFP modulation. S. cerevisiae MEP2-GFP strain, flow cytometry GFP, 3 h; 100% = DMSO control level. GFP response vs DMSO, % at 10 µM. actives 0.51% (n = 330,000);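 active = GFP response versus DMSO above a set limit, roughly screen mean plus 3 SD, cut at about 180% in these data; inconclusive = fewer than 70 cells counted for a yeast strain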;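 also: median GFP fluorescence of the barcode-gated MEP2-GFP cells per well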
LAP4-GFP MLPCN – modulators of TOR pathway LAP4-GFP in S. cerevisiae | S. cerevisiae LAP4-GFP multiplex, flow cytometry GFP, 3 h; median GFP as percent of DMSO wells | GFP response vs DMSO, % at 10 µM | actives 0.34% (n = 320,000) | AID 2023;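 active = GFP response vs DMSO above a set limit, about the screen mean plus 3 SD, cut at about 150% in these data; inconclusive = under 70 cell events counted for the yeast strain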
Yeast superoxide – yeast age-related superoxide inhibition as caloric restriction mimetic. S. cerevisiae aged cells, superoxide DHE fluorescence; active compounds read low. superoxide response (% of plate mean), % at 10 µM. actives 0.18% (n = 330,000). AID 2690;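 active = superoxide response under a set limit, about three screen SD below normal, cut at about 65% in these data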;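 also: yeast aged for seven days with compound at 30 °C before DHE staining; 100% = average MFI of all compound-treated wells on the plate with controls excluded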
JMJD2C inh – inhibitors of human GASC-1 (JMJD2C) demethylase; Q9H3R0; actives 0.069% (n = 330,000); GST-JMJD2C(1-420) H3K9me3 demethylation, DELFIA europium; inhibition, % at 2.35 µM;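 active = more than half of a compound's replicate wells show inhibition beyond 50%, single wells judged on their own value; inconclusive = some, but no more than half, of replicates pass 50% inhibition; inactive = no replicate passes 50% inhibition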;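 also: signal counts dimethyl H3K9 product captured on neutravidin plate; 0% = median of DMSO wells and 100% = 0.3 times that DMSO median; strong numbers were not always called active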
Target sequence (Q9H3R0 1-420 limits assumed): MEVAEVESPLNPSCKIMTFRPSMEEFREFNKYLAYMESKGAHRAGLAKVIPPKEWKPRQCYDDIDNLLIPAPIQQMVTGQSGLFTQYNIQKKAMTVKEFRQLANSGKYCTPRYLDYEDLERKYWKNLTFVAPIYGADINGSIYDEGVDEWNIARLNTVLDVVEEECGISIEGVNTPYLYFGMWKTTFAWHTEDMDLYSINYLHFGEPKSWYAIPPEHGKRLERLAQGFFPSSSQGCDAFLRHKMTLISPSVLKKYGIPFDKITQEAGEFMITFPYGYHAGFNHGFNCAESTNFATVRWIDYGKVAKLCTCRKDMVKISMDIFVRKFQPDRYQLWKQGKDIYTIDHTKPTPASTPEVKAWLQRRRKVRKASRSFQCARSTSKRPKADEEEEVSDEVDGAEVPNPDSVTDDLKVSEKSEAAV
AHR act – activators of human aryl hydrocarbon receptor; actives 2.5% (n = 320,000); AID 2796; AHR-responsive luciferase reporter cells, luminescence; P35869; activation, % at 5 µM; in the data active = activation above about 47%;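 also: 0% = vehicle wells and 100% = reference agonist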
* marks the source's active call; other numbers are inactive results; ? = inconclusive; · = not tested or not shown; [ ] = another dose, or the depositor's remark.

Values run as follows: AHR act	JMJD2C inh	Yeast superoxide	procasp7 counter	LAP4-GFP MLPCN	procasp3 activ	MEP2-GFP yeast	RPL19A TOR yeast
- Cc1ccc(-c2nnc(NC(=O)C3=COCCO3)o2)c(C)c1
 : 4	9	99	5	97	7	91	91
- COc1cccc(NC(=O)N(C2CCCCC2)C(C)c2cccs2)c1 (stereo not drawn)
 : 5	1	105	8	88	0	87	94
- N/C(Cc1ccc([N+](=O)[O-])cc1)=N\OC(=O)c1ccc(Br)cc1
 : 2	-1	117	0	126	0	110	114
- CCOc1ccc(NS(=O)(=O)c2ccc(NS(=O)(=O)c3cccs3)cc2)cc1
 : 2	-2	84	4	103	5	111	96
- COc1cc(OC)c(OC)cc1/C=N/n1c(C)nc2ccccc2c1=O
 : 9	-7	100	-6	103	0	109	105
- O=C(COC(=O)C1=COCCO1)Nc1ncc(Cl)cc1Cl
 : 7	5	97	-5	104	4	100	100
- O=C(NC(=S)Nc1cccc(S(=O)(=O)NC2=NCCC2)c1)c1cc(-c2ccco2)nc2ccccc12
 : 7	41	116	-32	108	-8	99	100
- COc1cc(C(=O)n2cnc3ccccc32)c([N+](=O)[O-])cc1OC
 : 1	-16	86	11	79	5	96	97
- CCOc1ccccc1N1CCN(C(=O)CC(C)(C)C)CC1
 : 5	-4	100	-13	115	11	114	94
- O=C(C1CCN(C2CC(=O)N(c3ccc(Cl)cc3)C2=O)CC1)N1CCOCC1 (stereo not drawn)
 : -2	2	96	-27	102	-27	102	103
- CCOc1ccc(C(=O)COC(=O)Cc2n[nH]c(=O)c3ccccc23)cc1
 : -4	0	100	6	97	1	96	98
- C[C@H](CO)N1C[C@H](C)[C@H](CN(C)Cc2ccccc2)Oc2ccc(NC(=O)Nc3ccc(F)cc3)cc2C1=O
 : 0	21	108	0	92	-3	92	94
- CC(C)Oc1ccc(C(=O)OCC(=O)NC2CCCCCC2)cc1
 : 1	-1	89	-9	111	0	101	104
- CSCCC(NC(=O)c1cccc(C)c1)C(=O)O (stereo not drawn)
 : 2	1	90	-3	97	2	101	91
- O=S(=O)(c1ccc(OCC(O)CN2CCc3ccccc3C2)cc1)N1CCOCC1 (stereo not drawn)
 : 6	8	103	-1	92	8	99	94
- CCC(c1nnnn1Cc1ccc(F)cc1)N1CCN(C)CC1 (stereo not drawn)
 : 3	2	97	4	95	0	98	100
- Cc1cc(C(C)(C)C)ccc1NC(=O)CC(C)(C)CC(=O)O
 : 0	1	111	-3	99	5	89	95
- COc1ccc(NC(=O)CCn2c(=O)c3cccn3c3ccccc32)c(OC)c1
 : -2	-4	94	3	98	3	101	95
- CCOC(=O)CSc1nc2ccccc2c(=O)n1CC1CCCC1
 : -1	-16	81	-11	102	-4	106	102
- O=C(CSc1nnnn1-c1ccccc1)NCC1(N2CCOCC2)CCCCC1
 : -2	6	114	11	90	10	92	89
- Cc1ccccc1C(=O)NNC(=O)CCc1ccccc1
 : 0	11	98	-2	98	9	100	95
- O=C(CSc1ccccn1)Nc1ccc(Cl)c([N+](=O)[O-])c1
 : -1	10	108	3	?	4	?	?
- CCCc1cc(=O)oc2cc(OCc3cc(OC)c(OC)c(OC)c3)c(Cl)cc12
 : 3	3	98	0	94	6	98	92
- CC(C)(C)NC(=O)Cn1ccc(=N)c2ccccc21
 : 1	-4	86	2	?	6	91	101
- OCc1ncccc1O
 : 0	4	98	6	98	-11	103	103
- CCOC(=O)c1c(C)c(C(=O)Nc2ccccc2)c(C)n1CC
 : -3	1	98	-8	105	-4	98	101
- C=CCSc1nc2ccccc2n1S(=O)(=O)c1ccc(Cl)cc1
 : 3	26	98	-1	88	-3	93	87
- COCCNC(=O)CCCC(=O)NCCOC
 : 2	3	83	0	90	3	103	104
- CCCC(=Nc1ccccc1)C1=C(O)C(C(=O)OC)C(C)(C)CC1=O (stereo not drawn)
 : 1	·	108	1	96	9	101	103
- Cc1ccc(SCc2cc(=O)[nH]c(SCC(=O)Nc3cc(Cl)ccc3Cl)n2)cc1
 : 1	18	90	11	99	0	100	101
- COc1ccc(-c2ccc(-c3noc(-c4ccco4)n3)c(OC)n2)cc1
 : 0	-31	93	-1	88	7	96	95
- COc1cccc(C2=NOC(C(=O)NC(C)(C)C)C2)c1 (stereo not drawn)
 : 1	0	73	2	112	11	107	104
- CSCCC(NC(=O)c1cccc([N+](=O)[O-])c1)C(=O)O (stereo not drawn)
 : 0	0	116	8	90	9	98	101
- CN1CCN(C(=O)c2cc(Br)cn2C)CC1
 : 1	-13	99	-1	89	10	85	90
- Cc1ccc(/C=N/NC(=O)c2ccccn2)s1
 : 34	-2	114	6	140	-4	200*	81
- COc1ccc(C([O-])=Nc2ccc[n+](-c3nc4ccccc4nc3NS(=O)(=O)c3ccccc3)c2)cc1
 : 6	-8	108	3	103	13	103	93
- COc1ccccc1N1CCN(C(=O)C2CCN(C(=O)c3ccc(C(C)(C)C)cc3)CC2)CC1
 : 4	-25	113	-3	71	-1	97	106
- Cc1ccc(NC(=O)CSc2nc(C)c(Cc3ccccc3)c(=O)[nH]2)cc1C
 : -1	-4	106	2	90	4	93	91
- Cc1c(NC(=O)C2CCCN(S(=O)(=O)c3cnc[nH]3)C2)c(=O)n(-c2ccccc2)n1C (stereo not drawn)
 : -2	15	109	-4	110	-2	115	92
- CCCCOC(=O)CSCC(=O)N1N=C(c2cccs2)CC1c1ccc(F)cc1 (stereo not drawn)
 : -1	-4	96	1	111[may fluoresce violet]	0	101[may fluoresce violet]	83[may fluoresce violet]
- C=CCn1c(Sc2nc(C)cs2)nc2c1c(=O)[nH]c(=O)n2C
 : -1	5	94	2	100	4	95	101
- Cc1ccsc1C(=O)C1CCCN(Cc2cc(F)ccc2-n2cccn2)C1 (stereo not drawn)
 : 6	-2	93	10	102	0	98	100
- CCCCNc1nc(Cl)nc(Nc2ccc(C)cc2)n1
 : 39	3	101	2	105	4	101	97
- CCC(NC(=O)NC1CCCCC1)c1ccccc1 (stereo not drawn)
 : 2	0	89	11	93	5	101	102
- CCCCC(=O)Nc1ccnc(-c2cccnc2)n1
 : 15	1	99	5	102	6	109	101
- CNC(=O)CCn1nc(-c2ccc(Cl)cc2)c2ccccc2c1=O
 : 0	1	96	4	110	-1	106	107
- NC(=O)c1c(NC(=O)CCCC(=O)O)sc2c1CCCCCC2
 : -1	1	93	-15	125	-2	105	91
- CCC(C)n1cnc2c(=O)oc3ccccc3c21 (stereo not drawn)
 : 0	·	101	9	104	5	103	99
- O=C(NCc1ccc(Cl)cc1)C1CCN(S(=O)(=O)N2CCOCC2)CC1
 : -1	-6	91	8	103	4	110	99
- O=C(c1cc2ccccc2oc1=O)N(Cc1ccc(F)cc1)C1CCS(=O)(=O)C1 (stereo not drawn)
 : 0	-15	101	8	105	4	96	100

The list goes on:
Values run as follows: AHR act	JMJD2C inh	Yeast superoxide	procasp7 counter	LAP4-GFP MLPCN	procasp3 activ	MEP2-GFP yeast	RPL19A TOR yeast
- CC(=O)c1ccc(S(=O)(=O)N2CCN(C(=O)c3ccccc3Cc3ccccc3)CC2)cc1
 : -1	0	82	1	110	-3	98	98
- Cc1nc(CCNC(=O)CC2C(=O)NCCN2Cc2ccccc2F)sc1C (stereo not drawn)
 : -3	0	100	3	100	-7	99	101
- Cc1ccccc1NC(=O)NNC(=O)CCc1ccccc1
 : -3	-9	98	6	92	-11	105	103
- Cc1ccccc1C(=O)/C=C1\NC(=O)CS1
 : 21	4	106	-1	90	-5	93	98
- COc1ccccc1CNC(=O)c1ccc(CS(=O)(=O)c2ccc(C)cc2)o1
 : 4	-5	93	12	101	10	126	97
- Cc1ccc(-c2cc(=O)c3ccccc3[nH]2)cc1
 : 50*	2	102	-5	104	5	89	99
- CCN(CC(=O)Nc1ccc2c(c1)OCCO2)C(=O)CC1CCCC1
 : 4	39	91	-9	95	6	101	95
- CCC(CO)Oc1cc(NC(=O)c2cccc(F)c2)c2ncn(C(C)C)c2c1 (stereo not drawn)
 : 2	-6	103	-2	106	4	101	109
- COc1ccc(N2CCN(C(=O)COC(=O)c3ccco3)CC2)cc1
 : 0	-2	102	-7	87	-10	105	108
- COC(=O)c1ccccc1NC(=O)NCCc1ccc(OC)c(OC)c1
 : -7	-2	95	-1	100	7	95	94
- COc1ccccc1CN1CCC(CNS(=O)(=O)c2cc(-c3cc(C)no3)ccc2OC)CC1
 : -1	3	104	0	109	2	99	100
- COC(=O)CCC(=O)OC1(C)C(=O)C2=CN(C3CCCC3)C(c3ccc(OC)cc3)=CC2=C(Br)C1=O (stereo not drawn)
 : 1	0	100	-11	93	2	104	104
- Cc1cc(C)c2c(=O)[nH]c(SCC(=O)c3ccc(C(C)C)cc3)nc2n1
 : 0	21	101	4	104	3	103	101
- CC(=O)NCCc1ccc(S(=O)(=O)N2CCCC2)cc1
 : -1	8	103	5	103	2	105	106
- CCN(CC)c1ccc(/C=c2\sc3nnc(-c4ccccc4Cl)n3c2=O)cc1
 : 3	-4	104	13	125	-6	137	107
- COc1ccc(-c2csc(NC(=S)NC(=O)/C=C/c3ccco3)n2)cc1Br
 : 1	-1	105	0	109	-7	94	105
- O=C(CSc1nnc(-c2ccccc2)n1Cc1ccco1)NCc1ccc2c(c1)OCO2
 : 1	3	96	-1	104	-6	101	102
- COc1ccc(NC(=S)Nc2ccc3cn[nH]c3c2)cc1
 : 17	17	81	-7	98	-1	100	98
- CCOC(=O)c1cc(C(=O)NCc2ccc(Cl)cc2Cl)nn1C
 : 3	-5	99	0	85	-2	107	95
- COCCCn1c(=O)c2ccccc2n(Cc2cccc(C)c2)c1=O
 : -2	0	100	0	102	-1	102	102

Whole records from above:
`CC(=O)NCCc1ccc(S(=O)(=O)N2CCCC2)cc1` is listed with AHR act = -1; JMJD2C inh = 8; Yeast superoxide = 103; procasp7 counter = 5; LAP4-GFP MLPCN = 103; procasp3 activ = 2; MEP2-GFP yeast = 105; RPL19A TOR yeast = 106
`CCN(CC)c1ccc(/C=c2\sc3nnc(-c4ccccc4Cl)n3c2=O)cc1` is listed with AHR act = 3; JMJD2C inh = -4; Yeast superoxide = 104; procasp7 counter = 13; LAP4-GFP MLPCN = 125; procasp3 activ = -6; MEP2-GFP yeast = 137; RPL19A TOR yeast = 107

(more compounds)
Values run as follows: AHR act	JMJD2C inh	Yeast superoxide	procasp7 counter	LAP4-GFP MLPCN	procasp3 activ	MEP2-GFP yeast	RPL19A TOR yeast
- CCOC(=O)C1CCN(C(=O)COc2ccc(S(=O)(=O)N3CCOCC3)cc2)CC1
 : -5	-3	99	15	103	-1	96	94
- CC1=NN(c2ccccc2)C(=O)C1N=Nc1ccc(C)cc1 (stereo not drawn)
 : 9	-3	108	-1	103	5	105	96
- COc1ccccc1N1CCN(C(=O)C2CCCN(c3ncnc4c3nc3n4CCCCC3)C2)CC1 (stereo not drawn)
 : 4	67	123	2	90	11	86	93
- Cc1csc(SCC(=O)Nc2ccc3c(c2)OCCO3)n1
 : 0	-1	94	5	107	5	101	95
- CC[C@@]1(c2cccc(C)c2)C(=O)N(C(=O)OC)N1C(=O)OC
 : 2	4	108	7	117	1	88	99
- Cc1ccc(N(CC(=O)N2CCOCC2)S(C)(=O)=O)cc1
 : 0	10	106	-4	97	5	100	89
- O=C(Nc1ccc2c(c1)Cc1ccccc1-2)c1cccnc1
 : 5	8	115	-3	83	1	95	98
